NOTCH ag = agonists of NOTCH signaling | NOTCH signaling luciferase reporter cells, luminescence | activation, % at 2.5 µM | 15,000 tested, 0.4% active | AID 434982, 2010; in the data active = activation above about 2.2%
rat GALR2 agon = agonists of rat galanin receptor 2 (GALR2); Galanin receptor type 2 (Rattus norvegicus), O08726; cell-based GALR2 agonist screen; activation, % at 10 µM; 16,000 tested, 0.5% active; in the data active = activation above about 15%
S1P1 agonist = activates the human S1P1 receptor; Sphingosine 1-phosphate receptor 1 (Homo sapiens), P21453; S1P1 agonist cell-based reporter assay; activation, % at 4.5 µM; 16,000 tested, 1.5% active; in the data active = activation above about 80%
PME-1 Maybridge = inhibitors of human PME-1 in Maybridge library; inhibition, % at 9 µM; recombinant PME-1, FP-Rh probe fluorescence polarization; 16,000 tested, 0.5% active; in the data active = inhibition above about 30%
Target sequence (Q9Y570 whole entry, looked up): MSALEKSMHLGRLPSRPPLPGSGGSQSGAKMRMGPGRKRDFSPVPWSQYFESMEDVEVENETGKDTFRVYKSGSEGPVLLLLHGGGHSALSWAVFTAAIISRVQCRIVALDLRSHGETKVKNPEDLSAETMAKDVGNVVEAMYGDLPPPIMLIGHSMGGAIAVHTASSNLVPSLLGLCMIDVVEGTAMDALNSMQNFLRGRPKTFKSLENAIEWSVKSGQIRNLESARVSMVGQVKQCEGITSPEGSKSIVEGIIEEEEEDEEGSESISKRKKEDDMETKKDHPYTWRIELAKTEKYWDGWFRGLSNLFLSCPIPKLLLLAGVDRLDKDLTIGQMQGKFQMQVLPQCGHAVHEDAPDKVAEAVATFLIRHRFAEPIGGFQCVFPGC
Luminol counter = counter-screen for Nox1 inhibitors: inhibitors of luminol chemiluminescence; HRP/luminol/H2O2 chemiluminescence counterscreen; inhibition, % at 6.7 µM; 16,000 tested, 0.4% active; also: reference of the scale not given here
Nox1 inhibitor = inhibitors of human NADPH oxidase 1 (Nox1); AID 1792, 2009; HT29 cells, luminol chemiluminescence ROS; 16,000 tested, 0.81% active; inhibition, % at 6.7 µM
Target sequence (Q9Y5S8 whole entry, looked up): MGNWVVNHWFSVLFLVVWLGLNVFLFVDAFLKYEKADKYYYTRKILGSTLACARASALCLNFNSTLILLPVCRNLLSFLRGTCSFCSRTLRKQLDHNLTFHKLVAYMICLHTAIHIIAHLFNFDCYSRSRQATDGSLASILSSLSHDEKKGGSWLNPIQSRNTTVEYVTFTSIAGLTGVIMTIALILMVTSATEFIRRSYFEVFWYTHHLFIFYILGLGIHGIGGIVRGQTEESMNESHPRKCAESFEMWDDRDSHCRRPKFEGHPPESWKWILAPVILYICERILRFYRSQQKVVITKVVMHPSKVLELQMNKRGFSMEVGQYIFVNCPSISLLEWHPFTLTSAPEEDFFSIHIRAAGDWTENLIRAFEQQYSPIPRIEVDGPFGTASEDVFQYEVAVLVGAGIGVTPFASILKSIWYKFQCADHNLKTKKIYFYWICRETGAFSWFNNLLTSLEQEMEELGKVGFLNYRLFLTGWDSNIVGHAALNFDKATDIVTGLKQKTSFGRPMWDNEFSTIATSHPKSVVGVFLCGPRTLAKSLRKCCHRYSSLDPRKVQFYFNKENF
TLR4 MyD88 blk = inhibitors of human TLR4-MyD88 binding; Toll-like receptor 4 (Homo sapiens), O00206; Cell-based TLR4-MyD88 binding inhibition assay; inhibition, % at 10 µM; 16,000 tested, 0.06% active; AID 811, 2007; in the data active = inhibition above about 45%
OPRK1 antag MB = antagonists of human kappa opioid receptor OPRK1, Maybridge library; OPRK1 cells, antagonist mode, fluorescence readout; inhibition, % at 9 µM; 16,000 tested, 0.4% active; AID 652031, 2013; in the data active = inhibition above about 50%
Numbers without * were called inactive; . = no result given. Rule as the data show it, unless noted: active = inhibition above about 75%; inactive = the rest. Not a hit list, and some 4.4% of all compounds hit somewhere here.

Order of results – NOTCH ag	rat GALR2 agon	S1P1 agonist	PME-1 Maybridge	Luminol counter	Nox1 inhibitor	TLR4 MyD88 blk	OPRK1 antag MB
- COC(=O)c1sccc1NN1C(=O)c2cccc3cccc(c23)C1=O
  -0.2	4.3	21.5	6.9	-6.0	-8.7	-10.2	-7.0
- Clc1cc2c(c(C[n+]3ccccc3)c1)OCOC2
  -0.4	-7.3	-5.5	-0.8	-3.1	-6.7	-12.4	11.2
- CCCCCSc1nncc(=O)[nH]1
  -0.4	-2.9	-4.1	5.0	-0.5	-2.1	2.6	6.5
- Cc1cc(NC(=O)COCC(=O)O)no1
  0.1	-5.7	-11.2	2.3	-4.2	-36.2	4.6	9.6
- NNC(=O)c1cc(COc2cc(Cl)cc(Cl)c2)on1
  0.9	-1.7	-8.0	-4.7	3.4	-13.7	-3.9	-1.4
- C=CS(=O)(=O)c1ccc(C(F)(F)F)cc1[N+](=O)[O-]
  -0.5	-7.0	28.3	3.6	-8.9	29.5	3.7	0.2
- CCCc1cnc(N2CCN(C(=O)Nc3cc(C)oc3C(F)(F)F)CC2)nc1
  -0.2	-4.5	23.9	-3.4	2.0	-61.9	0.5	8.7
- CCOC(=O)C/C(C)=N/Nc1ccc([N+](=O)[O-])cc1
  -0.8	-8.0	2.6	14.4	15.7	-45.1	-2.5	13.9
- Cn1c(=O)c2[nH]c(N3CCN(Cc4ccccc4)CC3)nc2n(C)c1=O
  -0.5	-5.5	-4.1	-0.2	1.9	3.9	-2.1	-2.5
- COc1ccc(Oc2ccc([N+](=O)[O-])cc2C(=O)Nc2ccc(S(N)(=O)=O)cc2)cc1
  0.2	-4.4	-5.3	-14.8	-1.8	-46.0	-2.7	-19.1
- CS(=O)(=NS(=O)(=O)c1ccc(Cl)cc1)c1ccsc1 (stereo unspecified)
  -0.3	-2.2	5.1	0.3	0.8	-15.7	-6.4	1.5
- c1ccc(CSC2=NCCCN2C2CCCCC2)cc1
  0.6	0.1	-20.2	-0.6	1.1	-27.6	7.3	4.8
- COc1cc(-c2nnc(SCC(=O)NC(=O)NCc3ccccc3)n2C)cc(OC)c1OC
  -0.6	-4.9	-6.5	7.2	-6.4	2.3	2.8	-11.2
- O=C(CN1C(=O)CSc2ccccc21)N/N=C\c1ccc2c(c1)OCO2
  -0.3	-3.7	-12.8	-4.5	-4.3	-5.7	-4.6	6.3
- CSc1ncccc1C(=O)N(C)C
  -0.3	-5.7	14.9	8.7	-8.5	18.3	-0.1	14.0
- CC(C)N=C(C(=O)NC(C)C)C(F)(F)F
  -0.8	-6.3	-10.6	3.5	-5.0	-6.8	-0.8	-1.8
- COc1cc(SC)c(OC)cc1SC
  -5.9	-6.7	4.1	6.3	-9.4	15.9	-2.7	8.3
- N#C/C(=C/c1cccs1)c1ccccn1
  -0.2	-7.3	1.6	0.1	0.3	-92.4	7.6	11.4
- CCCCCNC(=S)NNC(=O)OCC
  -0.4	-1.4	10.8	4.9	6.3	23.5	-1.2	20.6
- O=S1(=O)CC(O)C(S(=O)(=O)Cc2cccc(C(F)(F)F)c2)C1 (stereo unspecified)
  0.4	-2.9	-24.1	0.2	-3.4	-44.8	2.5	12.3
- COc1cccc(Cc2n[nH]c(=S)n2Cc2ccco2)c1
  -0.3	-3.4	1.3	7.8	99.3*	-10.4	4.3	5.3
- Cc1ccc(C(=O)NNC(=O)c2sc(-c3csc(C)n3)nc2C)cc1
  -0.9	-7.8	1.8	-2.4	13.1	0.0	-5.8	-1.4
- COc1cccc(/C=N/NC(=O)CC#N)c1OC
  -0.3	-6.2	-6.9	-1.7	7.7	-27.2	1.1	3.4
- COc1ccc(-n2nnc(C(=O)O)c2C)cc1
  0.1	-3.7	-7.3	2.4	-1.8	-5.4	-4.0	-4.5
- CC(=O)Nc1c(C(C)(C)C)nn2c(C)cc(C(F)(F)F)nc12
  -0.1	-6.4	-8.9	5.0	-6.2	1.6	-3.4	-6.7
- CSc1cc(C(C)(C)C)nn1C(=O)c1ccc(Cl)cc1
  -0.3	-4.8	-18.5	-12.5	3.7	-14.2	1.7	3.8
- COC(=O)c1cccc(CSc2ncccc2C(=O)O)c1
  -0.1	-2.5	0.7	-1.1	3.8	-48.1	6.5	15.2
- N#C/C(=N\Nc1cc(C(F)(F)F)cc(C(F)(F)F)c1)C(=O)c1ccco1
  .	-8.6	49.0	5.6	3.2	5.0	-3.3	5.2
- CC(=Nc1ccccc1)c1cccs1
  -1.0	-5.8	-0.6	0.7	-1.2	-5.8	-1.6	4.6
- CCc1ccc(C(=O)Nc2ncc(C)cc2Br)cc1
  -0.4	-4.5	-7.8	-11.3	2.5	-21.9	-5.0	6.3
- Cc1nc(-c2ccc(S(=O)(=O)N3CCCN(CCc4ccccc4)CC3)s2)cs1
  -0.7	-1.3	10.9	-5.1	-1.3	-4.9	-3.4	12.6
- O=C(NNC(=O)c1cccs1)c1ccc2nonc2c1
  -0.6	-5.2	-3.7	7.8	1.6	-17.4	-2.7	-19.7
- C#CCOC(=O)Nc1c(-c2ccccc2)noc1C
  -0.5	-8.6	-8.6	-3.8	3.8	-22.7	10.4	-3.7
- O=C1CC(CSc2nccc(-c3cccnc3)n2)=NN1c1ccc(Cl)cc1
  -5.5	-4.8	-8.3	-8.9	-3.3	-12.4	3.2	3.0
- N#Cc1c(Nc2ccccc2C(F)(F)F)s[nH]c1=O
  -0.4	-5.0	13.0	1.1	-0.7	1.4	14.0	-10.9
- O=[N+]([O-])c1cccnc1Oc1ccc(F)cc1
  -0.1	-2.5	9.3	5.8	-4.5	11.8	-6.6	25.6
- CCOC(=O)CN=C1NC(=O)C(c2ccccc2)(c2ccccc2)N1
  -1.0	-7.1	-6.0	-4.6	2.2	-78.6	-2.8	1.4
- Cc1ccsc1CNC(=O)CCC(=O)O
  -0.8	-10.0	15.0	-5.7	2.4	-36.1	-19.6	11.1
- CCOC(=O)C(NC(C)=O)(Nc1ccc(C)cc1)C(F)(F)F (stereo unspecified)
  -0.2	-3.5	-10.5	1.9	-43.5	-13.3	5.7	16.4
- CC(C)(C)c1cc(NC(=O)C(Cl)Cl)c(C(N)=O)s1
  .	-7.6	-27.2	-0.5	1.6	-8.9	-0.6	-11.9
- CS(=NC(=O)c1cccc2nonc12)c1ncccc1C(F)(F)F (stereo unspecified)
  .	-8.8	1.7	1.6	2.4	-25.0	1.0	-9.9
- CCOC(=O)[C@@H](N)CCSC
  -0.3	-3.0	-1.0	6.2	-2.8	14.6	0.3	51.8*
- O=C1Nc2ccccc2/C1=C\c1ccccc1N1CCN(Cc2ccccc2)CC1
  -0.6	4.6	-0.6	-26.8	4.6	-9.2	13.2	12.7
- Cc1cc(C(=O)Nc2ccc(Oc3c(Cl)cccc3Cl)nc2)c(C)o1
  -0.8	-12.3	15.6	-35.7	5.5	-23.1	1.5	11.8
- O=C1OC2(CCCCC2)OC1c1ccccc1 (stereo unspecified)
  .	-8.0	-9.8	1.7	0.0	-30.5	6.7	-0.5
- O=c1[nH]c(C2CC2)nc2c1CSCC2
  -0.7	-2.3	-9.3	-0.3	-2.6	-22.9	8.6	-8.6
- Cn1ncc(S(=O)(=O)Cc2ccccc2)c(Cl)c1=O
  -0.7	-7.2	-11.9	-2.8	-0.4	-11.4	-1.9	16.5
- N#CCSc1ccc(F)cc1
  -0.4	-3.1	1.4	5.2	-5.5	15.3	5.8	2.2
- Cc1noc(C)c1S(=O)(=O)N1CCN(C2c3ccccc3-c3ccccc32)CC1
  -0.8	-6.2	22.6	-2.9	0.2	-53.7	-0.5	-10.1
- O=C1NC(=S)NC(=O)C1=C/C=C/c1c(O)[nH]c(=S)[nH]c1=O
  -0.1	-3.2	-6.2	-6.8	32.0	24.5	12.4	12.6
- Cc1cc(=O)[nH]c(-c2ccncc2)n1
  .	-6.3	-7.6	18.4	-2.6	6.6	-39.9	-7.3
- FC(F)(F)c1cc(-c2nsc(N3CCOCC3)n2)cc(C(F)(F)F)c1
  -0.3	21.8*	27.3	1.0	0.8	-35.5	-1.4	9.1
- CC(C)(C)OC(=O)/C(C#N)=C/C1CCCCC1
  -0.5	-4.6	-15.9	-1.8	1.5	5.3	-28.7	-1.9
- N/C(=N\OC(=O)Nc1cccc(Cl)c1)c1ccc2nonc2c1
  0.0	-3.4	0.1	6.2	-5.0	14.4	3.1	-6.7
- Cc1ccc(SC(CC(=O)c2ccc(C)cc2)C(=O)O)cc1 (stereo unspecified)
  -0.1	-0.4	11.2	2.5	-0.6	-3.4	0.1	11.8
- COc1cccc(/C=C2/SC(=S)N(CCc3ccccc3)C2=O)c1O
  1.0	-8.0	-12.8	-1.7	8.6	-18.3	-7.0	3.4
- Cc1nc(C(F)(F)F)ccc1C(=O)N1CCSCC1
  -0.2	-5.5	-15.2	4.3	-5.7	7.4	-7.2	28.3
- COc1ccc(C/C(C)=N/NC(N)=O)cc1OC
  -0.6	-1.5	-14.2	3.4	-1.3	-9.5	10.8	-7.1
- CC(=O)OC1=CC(=O)CC(c2ccc(Cl)cc2)C1 (stereo unspecified)
  0.1	-2.4	6.1	0.4	-1.1	-18.2	0.6	6.7
- CN(C)/C=C(\C#N)c1ccccn1
  -0.7	-6.0	-4.7	5.3	0.6	-33.7	.	9.3

Full records from above. Order of screens: NOTCH ag	rat GALR2 agon	S1P1 agonist	PME-1 Maybridge	Luminol counter	Nox1 inhibitor	TLR4 MyD88 blk	OPRK1 antag MB
O=S1(=O)CC(O)C(S(=O)(=O)Cc2cccc(C(F)(F)F)c2)C1 (stereo unspecified) reads 0.4	-2.9	-24.1	0.2	-3.4	-44.8	2.5	12.3
COc1ccc(Oc2ccc([N+](=O)[O-])cc2C(=O)Nc2ccc(S(N)(=O)=O)cc2)cc1 reads 0.2	-4.4	-5.3	-14.8	-1.8	-46.0	-2.7	-19.1
O=C1CC(CSc2nccc(-c3cccnc3)n2)=NN1c1ccc(Cl)cc1 reads -5.5	-4.8	-8.3	-8.9	-3.3	-12.4	3.2	3.0
Cc1noc(C)c1S(=O)(=O)N1CCN(C2c3ccccc3-c3ccccc32)CC1 reads -0.8	-6.2	22.6	-2.9	0.2	-53.7	-0.5	-10.1

The listing picks up, repeating the 4 entries before the break.
Order of results – NOTCH ag	rat GALR2 agon	S1P1 agonist	PME-1 Maybridge	Luminol counter	Nox1 inhibitor	TLR4 MyD88 blk	OPRK1 antag MB
- Cc1nc(C(F)(F)F)ccc1C(=O)N1CCSCC1
  -0.2	-5.5	-15.2	4.3	-5.7	7.4	-7.2	28.3
- COc1ccc(C/C(C)=N/NC(N)=O)cc1OC
  -0.6	-1.5	-14.2	3.4	-1.3	-9.5	10.8	-7.1
- CC(=O)OC1=CC(=O)CC(c2ccc(Cl)cc2)C1 (stereo unspecified)
  0.1	-2.4	6.1	0.4	-1.1	-18.2	0.6	6.7
- CN(C)/C=C(\C#N)c1ccccn1
  -0.7	-6.0	-4.7	5.3	0.6	-33.7	.	9.3
- O=C(SCc1c(Cl)cccc1Cl)c1ccc([N+](=O)[O-])o1
  -0.2	-9.7	0.4	0.6	-4.3	-25.6	-1.3	-5.1
- CCOC(=O)c1cc(CC)sc1NC(=S)Nc1ccccc1C(F)(F)F
  -0.6	-7.3	-4.8	2.2	-3.1	-32.4	1.0	-22.7
- S=c1[nH]nc(Cc2n[nH]c(=S)n2-c2ccccc2)n1-c1ccccc1
  -0.2	-7.0	3.5	0.2	95.2*	-27.7	7.2	9.1
- Clc1ccc(-c2cnc3ccccc3n2)cc1Cl
  -0.1	5.5	-6.4	1.3	-6.4	-2.4	-11.6	0.4
- Cc1[nH]c(=O)c(C#N)cc1-c1csc(-c2ccccc2)n1
  -0.9	-7.1	-5.9	0.9	-5.8	-17.6	-1.4	4.9
- O=[N+]([O-])c1c(Nc2ccccc2)ccc2nsnc12
  -0.5	-1.7	-7.6	-3.8	18.3	-43.5	5.3	8.5
- Cc1cc(Cl)ccc1N=C(N)N=C(N)N
  -0.3	-5.7	-3.0	0.8	-2.4	20.6	3.1	13.0
- C1=C(N2CCC(Cc3ccccc3)CC2)Cc2ccccc21
  -0.1	-6.7	5.3	1.7	-2.8	-18.3	-8.9	-8.3
- c1cc2ccc(-c3ccc4cccc-4cc3)ccc-2c1
  0.0	-7.3	3.8	-3.4	1.3	-8.3	10.7	18.8
- CCOC(=O)c1sc(-c2ccc(-c3ccon3)s2)nc1C
  0.4	-3.9	77.0	-10.1	-5.5	7.1	-16.3	14.1
- Cc1cc(C)c(C(=O)O)c(NO)n1
  -0.6	-3.7	-7.6	-1.6	-0.8	-70.4	5.4	6.2
- O=C(/C=C1\OC(=O)c2ccccc21)Oc1cccc(C(F)(F)F)c1
  -0.1	-3.9	7.7	0.5	-2.4	-26.3	-2.5	-6.2
- CS(=O)(=O)CS(=O)(=O)Nc1cc(Cl)cc(Cl)c1
  0.2	-5.0	7.1	0.0	1.9	-32.9	0.1	3.0
- C=C(c1ccccc1O)n1ccnc1
  -0.3	-7.5	-7.9	5.2	15.9	-7.0	-7.2	-4.0
